Screening data as filed in PubChem.
SDO1 yeast rescue: compounds rescuing growth of sdo1-depleted yeast, bone marrow failure model; S. cerevisiae sdo1-depleted JHY4D growth rescue, OD600 30 h; stronger effect = higher value; pdr5 snq2 efflux-pump mutant strain; 140,000 compounds, 0.21% hits; z-score at 10 µM;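 active = z-score above 3 at both the 24 hr and the 30 hr optical density reads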;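 also: z-score against mean and SD of all compound wells on the same plate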
INS promoter inh: TRM-6 insulin promoter activity inhibition; inhibition, % at 2 µM; 130,000 compounds, 0.9% hits; TRM-6 cells (human fetal islet line), insulin promoter-eGFP reporter, imaging; reporter expression induced with tamoxifen;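 active = inhibition above the mean plus 3 SD, with well images judged a real hit on visual review, cut at about 60% in these data, passing the limit was not always enough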
SDO1 yeast rescue Rescue 24 h: recorded beside SDO1 yeast rescue, whose call it bears; z-score; S. cerevisiae sdo1-depleted JHY4D growth rescue, OD600; measured here: growth rescue at 24 h;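 0 is the plate mean of compound wells and units are plate SD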
* marks the source's active call; other numbers are inactive results.

For COc1ccccc1NC(=O)COC(=O)CNC(=O)c1ccc(OC)c(OC)c1 the results were SDO1 yeast rescue 0.22, INS promoter inh -50.0 and SDO1 yeast rescue Rescue 24 h -0.25.
Screening Cc1ccn2c(/C=N/OCc3cccc(F)c3)c(-c3ccc(Cl)cc3)nc2c1 returned SDO1 yeast rescue -1.48, INS promoter inh 43.9 and SDO1 yeast rescue Rescue 24 h -0.62.
Screening O=C(c1ccc(NS(=O)(=O)c2cccs2)cc1)N1CCCCC1 returned SDO1 yeast rescue 2.12, INS promoter inh 3.2 and SDO1 yeast rescue Rescue 24 h 2.46.
Screening C/C(=N\NC(=O)c1cc(Br)ccc1O)c1cccs1 returned INS promoter inh 9.1.
Screening CN(C)S(=O)(=O)c1ccc(C(=O)Nc2nnc(Cc3ccccc3)s2)cc1 returned SDO1 yeast rescue 0.41, INS promoter inh 46.7 and SDO1 yeast rescue Rescue 24 h 2.18.
`COc1ccc(CC(=O)NCc2cccs2)cc1` gave SDO1 yeast rescue 0.43, INS promoter inh 32.4 and SDO1 yeast rescue Rescue 24 h -0.5.
For Cc1noc(C)c1COc1ccc(C(=O)NCC2CCCO2)cc1 (stereo not drawn) the results were SDO1 yeast rescue 0.87, INS promoter inh 20.9 and SDO1 yeast rescue Rescue 24 h 0.13.
`Cc1cccnc1Sc1c([N+](=O)[O-])ncn1C` gave SDO1 yeast rescue -0.09, INS promoter inh 2.9 and SDO1 yeast rescue Rescue 24 h -0.47.
`CCN1CCN(c2c(Cl)cccc2NC(=O)c2ccc([N+](=O)[O-])cc2)CC1` gave INS promoter inh -36.8.
CC(=O)c1ccc(N(C(=O)c2ccco2)C(C(=O)NC2CCCC2)c2ccc(N3CCOCC3)cc2)cc1 (stereo not drawn) was read as INS promoter inh -25.0.
Cn1c(=O)[nH]c(=O)c2c1nc(CN1CCN(c3cccc(Cl)c3)CC1)n2CCN1CCOCC1 was read as SDO1 yeast rescue 0.45, INS promoter inh 60.6 and SDO1 yeast rescue Rescue 24 h -0.04.
For CCOc1ncccc1C(=O)N(C)CC(=O)Nc1ccccc1SC the results were SDO1 yeast rescue -0.03 and SDO1 yeast rescue Rescue 24 h -0.74.
For CSc1ccc(C#N)cc1NC(=O)c1ccc(Cl)cc1 the results were SDO1 yeast rescue 0.43, INS promoter inh -21.9 and SDO1 yeast rescue Rescue 24 h -0.45.
`COc1cc(/C=N/NC(=O)CC2(C)OCCCO2)ccc1OCc1ccccc1` gave SDO1 yeast rescue -0.25, INS promoter inh -11.1 and SDO1 yeast rescue Rescue 24 h -0.4.
COc1ccccc1NC(=O)c1nn(C)cc1Br was read as SDO1 yeast rescue 0.9, INS promoter inh -28.9 and SDO1 yeast rescue Rescue 24 h 0.24.
For O=C(Nc1nc(-c2cccs2)c(-c2cccs2)s1)C1CCCC1 the results were SDO1 yeast rescue -1.24, INS promoter inh -34.4 and SDO1 yeast rescue Rescue 24 h -0.43.
Screening Cc1ccc(N=Nc2c(C)[nH]n(C(N)=S)c2=O)cc1 returned INS promoter inh 55.6.
For CC(C)NC(=O)c1ccccc1N(Cc1ccccc1)S(C)(=O)=O the results were SDO1 yeast rescue 0.95, INS promoter inh 15.1 and SDO1 yeast rescue Rescue 24 h -0.04.
COc1ccc(C2OC(=O)CC2C(=O)NC2CCCCCC2)cc1OC (stereo not drawn) was read as SDO1 yeast rescue 0.06 and SDO1 yeast rescue Rescue 24 h -0.53.
Screening Cc1cc(C)cc(NC(=O)CSc2nc3[nH]ncc3c(=O)[nH]2)c1 returned SDO1 yeast rescue -0.25, INS promoter inh 20.0 and SDO1 yeast rescue Rescue 24 h -0.42.
Screening O=C(C[N+]1(CC#Cc2ccccc2)CCCCC1)c1ccc(Cl)cc1 returned INS promoter inh -58.8.
Screening CC(Sc1nnc(N)s1)C(=O)Nc1ccc(N2CCOCC2)cc1 (stereo not drawn) returned SDO1 yeast rescue 1.62, INS promoter inh -7.7 and SDO1 yeast rescue Rescue 24 h 1.87.
For C=CCn1c(SCC(=O)NC23CC4CC(CC(C4)C2)C3)nc(O)cc1=O the results were SDO1 yeast rescue 0.13, INS promoter inh 15.8 and SDO1 yeast rescue Rescue 24 h 0.07.
COCCOC(=O)c1c(C)n(C)c2ccc(OC(=O)c3cccs3)cc12 was read as SDO1 yeast rescue -0.76 and SDO1 yeast rescue Rescue 24 h 1.12.
CC(=O)Nc1ccc(OC(=O)c2ccc(Cl)cc2)cc1 was read as SDO1 yeast rescue 0.14, INS promoter inh -33.3 and SDO1 yeast rescue Rescue 24 h -0.4.
`C/C(CC(=O)Nc1ccc(Cl)c(Cl)c1)=N\NC(=O)Cc1ccccc1` gave SDO1 yeast rescue 0.03, INS promoter inh -10.3 and SDO1 yeast rescue Rescue 24 h -0.21.
CC(=O)c1ccc(NC(=S)N2C(C)CCCC2C)cc1 (stereo not drawn) was read as SDO1 yeast rescue -1.19, INS promoter inh -17.2 and SDO1 yeast rescue Rescue 24 h -1.19.
For c1ccc(Oc2ccc(-c3ccnc4nc(N5CCN(c6ccccc6)CC5)nn34)cc2)cc1 the results were SDO1 yeast rescue 1.34, INS promoter inh 6.0 and SDO1 yeast rescue Rescue 24 h 0.27.
`COc1ccc(NC(=O)CSc2c(C)n[nH]c2C)cc1` gave SDO1 yeast rescue 0.25, INS promoter inh 0.0 and SDO1 yeast rescue Rescue 24 h -0.01.
For COc1ccc([N+](=O)[O-])cc1NC(=O)COC(=O)/C=C/c1ccco1 the results were SDO1 yeast rescue 0.04, INS promoter inh -14.3 and SDO1 yeast rescue Rescue 24 h -0.22.
O=C(NCc1n[nH]c(=S)n1-c1ccccc1)c1cccs1 was read as INS promoter inh -5.0.
For COCCn1nnnc1C(c1cc2cccc(C)c2[nH]c1=O)N1CCN(c2ccccc2F)CC1 (stereo not drawn) the results were SDO1 yeast rescue 0.54, INS promoter inh -42.9 and SDO1 yeast rescue Rescue 24 h 0.35.
For COc1ccc(Cl)cc1-c1nc(N)nc(N(C)C)n1 the results were SDO1 yeast rescue 1.17, INS promoter inh -3.9 and SDO1 yeast rescue Rescue 24 h 1.07.
COC(=O)c1c(NC(=O)CN2CCC3(O)CCCCC3C2c2ccc(OC)cc2OC)sc(C)c1C (stereo not drawn) was read as SDO1 yeast rescue -1.65 and SDO1 yeast rescue Rescue 24 h -1.17.
For COC(=O)c1cc(NS(=O)(=O)c2ccc3c(c2)CCC(=O)N3)cc(C(=O)OC)c1 the results were SDO1 yeast rescue 0.03, INS promoter inh -30.9 and SDO1 yeast rescue Rescue 24 h -0.68.
COC(=O)c1[nH]c2ccc(C)cc2c1NC(=O)C1=COCCO1 was read as SDO1 yeast rescue -1.1, INS promoter inh -67.7 and SDO1 yeast rescue Rescue 24 h -0.82.
Cc1noc(C)c1S(=O)(=O)Nc1ccc(C(=O)O)cc1 was read as SDO1 yeast rescue -0.19 and SDO1 yeast rescue Rescue 24 h -0.37.
`Cc1ccc(Nc2cc(C)nn2-c2nc(C)cc(=O)[nH]2)cc1` gave SDO1 yeast rescue -2.3, INS promoter inh 18.8 and SDO1 yeast rescue Rescue 24 h -1.5.
`COc1ccc(C2C(C(=O)N3CCCCC3)c3ccccc3C(=O)N2C)cc1` (stereo not drawn) gave SDO1 yeast rescue 0.18, INS promoter inh -42.9 and SDO1 yeast rescue Rescue 24 h -0.07.
CCOC(=O)CNC(=O)CSc1nc(Cc2cccs2)nc2ccccc12 was read as SDO1 yeast rescue -0.32, INS promoter inh 10.0 and SDO1 yeast rescue Rescue 24 h -0.05.
`O=C(CSc1ccc2ccccc2n1)NCCC1=CCCCC1` gave SDO1 yeast rescue -1.79 and SDO1 yeast rescue Rescue 24 h -1.75.
CCn1ccc(C(=O)Oc2ccc(C(C)C)cc2)n1 was read as SDO1 yeast rescue 0.79, INS promoter inh -143.8 and SDO1 yeast rescue Rescue 24 h 1.41.
`O=c1c2cc(N3CCOCC3)ccc2[nH]c(=S)n1Cc1ccco1` gave SDO1 yeast rescue -0.35 and SDO1 yeast rescue Rescue 24 h -0.55.
`O=c1c2c3c(sc2n2c(=S)[nH]nc2n1Cc1ccccc1)CN(Cc1ccccc1)CC3` gave INS promoter inh 48.6.
Screening O=C(CCN1C(=O)COc2ccccc21)NCCN1CCN(c2cccc(Cl)c2)CC1 returned SDO1 yeast rescue 0.27, INS promoter inh -10.5 and SDO1 yeast rescue Rescue 24 h -0.12.
N#CCCN(Cc1cccnc1)C(=O)c1ccc(S(=O)(=O)N2CCOCC2)cc1 was read as SDO1 yeast rescue 0.71 and SDO1 yeast rescue Rescue 24 h 0.16.
Screening CCCc1cc(C(=O)N2CCN(C(c3ccccc3)c3ccccc3)CC2)no1 returned SDO1 yeast rescue -0.89 and SDO1 yeast rescue Rescue 24 h -0.79.
CCOc1ccc(NC(=O)Nc2ccc(NC(C)=O)cc2)cc1 was read as INS promoter inh 57.1.
For CC1CCCC(NC(=O)c2ccc(CNc3c(N4CCCC4)c(=O)c3=O)cc2)C1C (stereo not drawn) the results were SDO1 yeast rescue 1.19 and SDO1 yeast rescue Rescue 24 h 1.23.
`C=CCn1c(SCC(=O)N2N=C(c3ccco3)CC2c2ccco2)nnc1-c1ccncc1` (stereo not drawn) gave SDO1 yeast rescue 0.84, INS promoter inh -3.3 and SDO1 yeast rescue Rescue 24 h 1.36.
For Cc1ccc2c(CC(=O)OC3CCOC3=O)coc2c1 (stereo not drawn) the results were SDO1 yeast rescue -0.19, INS promoter inh -14.3 and SDO1 yeast rescue Rescue 24 h -0.88.
Screening CC1CC(C)CN(CCCNC(=O)C2CCN(S(=O)(=O)N3CCCCC3)CC2)C1 (stereo not drawn) returned SDO1 yeast rescue -0.05, INS promoter inh 0.0 and SDO1 yeast rescue Rescue 24 h -0.74.
`O=C(CN1CCN(c2ccc(Cl)cc2)CC1)Nc1ccc(F)cc1` gave SDO1 yeast rescue 0.07, INS promoter inh -28.1 and SDO1 yeast rescue Rescue 24 h 0.28.
Screening CCCCN(CC)CCCNC(=O)Cn1nc(Cc2cccnc2)c2ccccc2c1=O returned SDO1 yeast rescue -0.12, INS promoter inh -21.6 and SDO1 yeast rescue Rescue 24 h -1.01.
Screening O=C1C2CCCN2C(c2ccccc2)N1c1cccc(Cl)c1 (stereo not drawn) returned SDO1 yeast rescue 1.37 and SDO1 yeast rescue Rescue 24 h 1.39.
CCOc1ccc(C(=O)NC(=S)Nc2ccc(NC(=O)CC)cc2)cc1[N+](=O)[O-] was read as SDO1 yeast rescue -0.37, INS promoter inh -8.8 and SDO1 yeast rescue Rescue 24 h 0.15.
For Cc1nc(SCc2ccccc2F)c2cnn(-c3ccccc3)c2n1 the results were INS promoter inh -20.0.
`O=C(CNC(=O)Cc1ccccc1)NCC(=O)OCC(=O)c1cccc2ccccc12` gave SDO1 yeast rescue 0.94, INS promoter inh 7.1 and SDO1 yeast rescue Rescue 24 h 1.22.
For O=C1C(Cl)=C(NCCCO)C(=O)c2ccccc21 the results were SDO1 yeast rescue 0.29, INS promoter inh -57.1 and SDO1 yeast rescue Rescue 24 h 0.73.
Screening CCOC(=O)c1ccc(-c2ccc(C(=O)Nc3cccnc3)o2)cc1 returned SDO1 yeast rescue -0.81, INS promoter inh -30.3 and SDO1 yeast rescue Rescue 24 h -0.82.
`COCCNC(=O)c1ccc2c(c1)NC(=O)CS2` gave SDO1 yeast rescue -0.17 and SDO1 yeast rescue Rescue 24 h -0.67.
CN(Cc1cc([N+](=O)[O-])c2cccnc2c1O)C1CCCCC1 was read as SDO1 yeast rescue 0.47, INS promoter inh 23.3 and SDO1 yeast rescue Rescue 24 h -0.17.
CNC(=O)CSc1nnc(-c2cnccn2)n1C was read as INS promoter inh 33.3.
For Cc1cc(C)nc(NC2=NCC(=O)N2c2ccccc2Br)n1 the results were SDO1 yeast rescue 0.61 and SDO1 yeast rescue Rescue 24 h 0.9.
For CCOc1ccccc1CN1C(=O)c2ccccc2C1C(=O)NC(C)CC (stereo not drawn) the results were SDO1 yeast rescue -0.13, INS promoter inh -56.2 and SDO1 yeast rescue Rescue 24 h -0.37.
c1cc2nc(C34CC5CC(CC(C5)C3)C4)[nH]c2cn1 was read as SDO1 yeast rescue 0.77, INS promoter inh -314.3 and SDO1 yeast rescue Rescue 24 h -0.1.
Screening Cn1c(SCC(=O)Nc2ccc3cn[nH]c3c2)nnc1-c1cccs1 returned SDO1 yeast rescue 0.12, INS promoter inh 47.1 and SDO1 yeast rescue Rescue 24 h 0.02.

7 entries already listed, sorted by heavy-atom count, rising.
CNC(=O)CSc1nnc(-c2cnccn2)n1C was read as INS promoter inh 33.3.
c1cc2nc(C34CC5CC(CC(C5)C3)C4)[nH]c2cn1 was read as SDO1 yeast rescue 0.77, INS promoter inh -314.3 and SDO1 yeast rescue Rescue 24 h -0.1.
For Cc1cc(C)nc(NC2=NCC(=O)N2c2ccccc2Br)n1 the results were SDO1 yeast rescue 0.61 and SDO1 yeast rescue Rescue 24 h 0.9.
CN(Cc1cc([N+](=O)[O-])c2cccnc2c1O)C1CCCCC1 was read as SDO1 yeast rescue 0.47, INS promoter inh 23.3 and SDO1 yeast rescue Rescue 24 h -0.17.
Screening Cn1c(SCC(=O)Nc2ccc3cn[nH]c3c2)nnc1-c1cccs1 returned SDO1 yeast rescue 0.12, INS promoter inh 47.1 and SDO1 yeast rescue Rescue 24 h 0.02.
For CCOc1ccccc1CN1C(=O)c2ccccc2C1C(=O)NC(C)CC (stereo not drawn) the results were SDO1 yeast rescue -0.13, INS promoter inh -56.2 and SDO1 yeast rescue Rescue 24 h -0.37.
`O=C(CNC(=O)Cc1ccccc1)NCC(=O)OCC(=O)c1cccc2ccccc12` gave SDO1 yeast rescue 0.94, INS promoter inh 7.1 and SDO1 yeast rescue Rescue 24 h 1.22.

No enrichment for hits (roughly 0.99% active in at least one column).
